AddAB inh: less growth of phage-infected E. coli with AddAB; E. coli expressing H. pylori AddAB, absorbance growth; inhibition, % at 11.9 µM; 0.29% of 330,000 active; AID 435030; in the data active = inhibition above about 12%;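 note: 0% = vehicle wells of infected cells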
SR-BI DiI inh: blocks mouse SR-BI lipid uptake from DiI-HDL | AID 488896 | inhibition, % at 12.5 µM | ldlA[mSR-BI] CHO cells, DiI-HDL uptake fluorescence, 3 h | 0.96% of 320,000 active | Q61009;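 active = mean replicate inhibition of at least 70% and a set share of replicates each scoring 70 or more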;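 note: 0% = median of neutral control wells and 100% = median of positive control wells; values of inactives mirror those of a sister screen read the other way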
Target sequence (Q61009 whole entry, looked up): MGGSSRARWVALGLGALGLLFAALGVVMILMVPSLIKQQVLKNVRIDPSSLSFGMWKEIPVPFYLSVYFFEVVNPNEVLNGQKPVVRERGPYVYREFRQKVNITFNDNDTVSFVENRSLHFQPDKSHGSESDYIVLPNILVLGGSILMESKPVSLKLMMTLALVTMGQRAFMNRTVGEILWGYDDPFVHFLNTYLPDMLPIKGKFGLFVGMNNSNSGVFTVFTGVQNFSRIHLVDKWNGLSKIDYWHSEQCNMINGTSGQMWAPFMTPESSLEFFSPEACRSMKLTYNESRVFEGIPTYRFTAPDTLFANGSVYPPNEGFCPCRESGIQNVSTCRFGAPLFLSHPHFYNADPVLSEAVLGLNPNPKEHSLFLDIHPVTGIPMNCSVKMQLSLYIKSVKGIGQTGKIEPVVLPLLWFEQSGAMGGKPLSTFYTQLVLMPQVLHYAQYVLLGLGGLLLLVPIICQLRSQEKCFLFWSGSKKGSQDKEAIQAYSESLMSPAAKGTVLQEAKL
CAL PDZ FP-1: blocks peptide binding to human CAL PDZ domain; purified CAL PDZ, TMR-peptide fluorescence polarization, 1 h; inhibition, % at 20 µM; 0.02% of 330,000 active; AID 504414;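 active = highest replicate inhibition of at least 40%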;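 note: plate controls were DMSO neutral control wells for no effect and unlabeled competitor peptide control wells for full effect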
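Test system: purified CerCALP PDZ construct; Compound dosing: one concentration, 20 µM compound; Also added: TMR-labelled reporter peptide T*-PRC34 bound in PDZ groove; Read-out: inhibition from polarization loss; Controls: unlabelled peptide and DMSO controls; Signal: FP readout, S and P plane fluorescence; Incubation: 1 h at RT.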
phage Ecoli inh: E. coli growth loss with phage present. 0.26% of 360,000 active. growth absorbance. inhibition, % at 11.9 µM; in the data active = inhibition above about 11%
Wnt act: activators of Wnt/beta-catenin signaling; Wnt/beta-catenin reporter cell assay, activator, plate reader; activation, % at 9.35 µM; 1.2% of 300,000 active; AID 743398; in the data active = activation above about 30%, passing the limit was not always enough;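 note: 0% = neutral control wells and 100% = positive control wells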
MITF act: MITF TRPM1 promoter activation in melanoma cells; SK-MEL-5 TRPM1-promoter luciferase, 24 h; % of positive control, neutral wells = 0; activation, % at 12.5 µM; 0.75% of 300,000 active; AID 588334;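 active = mean activation of at least 80% with every replicate also reaching 80%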;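 note: 0% = neutral control wells and 100% = parthenolide positive control wells; values of inactives mirror those of a sister screen read the other way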
CAL PDZ FP-2: CAL PDZ (human) peptide binding inhibition | purified CAL PDZ, TMR-peptide fluorescence polarization, 1 h | inhibition, % at 24.9 µM | 0.92% of 300,000 active | AID 602252;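 active = mean inhibition of at least 30% with at least half of replicates also reaching 30%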;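 note: 0% = DMSO neutral control and 100% = excess unlabeled competitor peptide PRC23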
Tat transport: E. coli Tat transport inhibition; E. coli MC4100 TorA-mCherry Tat export, fluorescence; inhibition, % at 10 µM; 0.036% of 340,000 active;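 active = mean replicate inhibition at least 50% and at least half of replicates individually reaching 50%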;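 note: exported cargo escapes ClpAP degradation while cytoplasmic cargo is degraded and loses fluorescence; 0% = median of neutral control wells and 100% = median of NaSCN control wells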
Ecoli viability: reduces bacterial viability in AddAB counter-screen; AID 449728; inhibition, % at 11.9 µM; 0.27% of 330,000 active; E. coli V3065 growth, OD600 absorbance, 18 h;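 active = inhibition above the campaign's mean inhibition across all tested compounds plus 3 SD, cut at about 9.9% in these data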;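 note: uninfected addAB+ strain grown without phage in ampicillin broth; 0% = DMSO wells and 100% = ciprofloxacin 0.95 µg/ml wells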
SR-BI DiI-HDL act: SR-BI HDL lipid transfer activation; CHO ldlA[mSR-BI] cells, DiI-HDL uptake fluorescence, 3 h; 100 = double the neutral-control signal; activation, % at 12.5 µM; 0.096% of 320,000 active; AID 504775;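 active = mean replicate activation of at least 60% and every replicate at or above 60%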;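 note: 0% = median plate neutral-control signal and 100% = twice that signal; values of inactives mirror those of a sister screen read the other way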
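Test system: SR-BI-overexpressing, LDLR-lacking CHO cells. Measured by: DiI fluorescence, bottom read. Medium: Ham's F12 with 0.5% BSA, HEPES 25 mM, pH 7.4. Timing: 3 h uptake period with compound, 37 °C.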
Numbers without * were called inactive; x = not tested or not shown; & = joins results of further samples. The order is random (roughly 3.6% active in at least one column).

item	Compound	AddAB inh	SR-BI DiI inh	CAL PDZ FP-1	phage Ecoli inh	Wnt act	MITF act	CAL PDZ FP-2	Tat transport	Ecoli viability	SR-BI DiI-HDL act
1	Cc1ccc(-n2cccc2/C=C2/NC(=O)N(CC(=O)Nc3cccc(C)c3)C2=O)cc1	1.3	-10	-0.4	4.0	-6	-7	2	-2	-0.1	10
2	Cc1cccc(N(C(=O)c2ccc(CN3CCOCC3)o2)C(C(=O)NC2CCCCC2)c2ccc(F)cc2)c1 (centres undefined)	1.8	3	-2.5	2.2	x	-6	-7	15	2.2	-3
3	O=c1[nH]cc(I)cc1I	x	30	-0.8	-1.3	-1	-14	-2	-6	x	-30
4	CCOC(=O)c1cccc(NC(=O)C2(S(=O)(=O)c3ccc(C)cc3)CC2)c1	3.1	-21	0.3	x	x	4	-3	-2	-3.0	21
5	NC(=O)c1c(N)sc2c1CCCC2	2.0	7	1.1	-2.7	-1	-13	-1	-9	-2.2	-7
6	COc1ccc(C(=O)N=C2SC3CS(=O)(=O)CC3N2Cc2ccc(OC)c(OC)c2)cc1 (centres undefined)	1.9	-11	-3.1	-0.9	0	2	-2	3	4.7	11
7	COc1ccc(N(CC(=O)Nc2ccc3c(c2)OCO3)S(=O)(=O)c2ccccc2)c(OC)c1	-1.4	-21	-0.9	0.6	-3	-15	1	3	1.3	21
8	O=[N+]([O-])c1ccc(OCCN2CCCCCC2)cc1	0.8	-8	-3.1	2.0	2	12	1	4	0.5	8
9	CCOc1ccc(Nc2nc(C)cc(C)c2C#N)cc1	2.2	39	-1.5	-0.9	x	-16	-1	-2	-0.1	-39
10	COc1ccccc1N(C)C(=O)c1cc(S(=O)(=O)N2CCc3ccccc32)cn1C	-2.6	-29	-1.2	0.7	-1	x	-3	3	-0.9	29
11	Cc1nnc(NC(=O)CSc2nccn2-c2ccc(F)cc2)s1	5.0	-10	0.0	5.0	0	-3	0	2	0.5	10
12	O=C(Cn1cnc2c(NCc3ccccc3)ncnc21)NCCCN1CCCC1=O	0.7	-13	-0.4	-8.9	2	8	0	-7	-0.7	13
13	O=C(C1CCCO1)N1CCN(C(=S)Nc2ccccc2C(F)(F)F)CC1 (centres undefined)	3.2	-8	-0.1	0.6	-11	-12	1	2	-0.7	8
14	N/N=c1\sc2ccccc2n1-c1ccccc1	-0.5	-25	-0.8	-0.2	x	2	-1	-1	-2.2	25
15	CC1(C)Cc2c(cnn2-c2ccccc2)C(=O)/C1=N\NC(=O)c1ccccc1N	-0.1	75*	0.1	1.4	x	27	-3	2	0.7	-75
16	COc1ccc(-c2ncncc2-c2ccc(OC)c(OC)c2)c(O)c1	x	31	x	0.9	5	27	-6	-4	x	-31
17	COC(c1ccccc1)c1nnc(CCC(=O)N2CCN(Cc3cccs3)CC2)o1 (centres undefined)	-0.5	-5	0.1	3.1	0	-3	x	-8	-0.2	5
18	O=S(=O)(Cc1ccccc1)Nn1cnnc1	0.3	-6	0.4	4.5	-1	11	x	-8	2.7	6
19	CC1CC1c1ccc(/C=C(\C#N)C(=O)Nc2ccc(Cl)cc2Cl)o1 (centres undefined)	3.7	-5	-0.2	1.8	x	12	-3	3	-0.6	5
20	O=C(Nc1ccccc1)Nc1ccc(C(F)(F)F)cn1	5.5	28	0.2	2.9	15	50	-1	-5	1.7	-28
21	COc1cccc(CNC(=O)Cn2ccc3cc(S(=O)(=O)N4CCCCCC4)ccc32)c1	1.5	19	-1.7	1.4	-3	-8	-22	9	-0.8	-19
22	O=C(CCCCCn1c(=S)[nH]c2ccsc2c1=O)NC1CCCCC1	4.0	-17	-2.6	2.2	-2	1	-1	-2	-1.0	17
23	Cc1c(NC(=O)CSc2nnnn2-c2ccc(F)cc2)c(=O)n(-c2ccccc2)n1C	-0.1	-1	-2.5	3.9	-3	3	-2	0	-2.4	1
24	O=C(NC1CC1)C1CC(=O)N(c2ccccc2)C1 (centres undefined)	0.3	-12	-2.3	0.4	3	-3	-3	-12	-4.2	12
25	Cc1ccc(S(=O)(=O)Nc2ccc(NC(=O)c3ccc(F)cc3)cc2)cc1	1.6	16	1.1	3.2	-4	-8	-6	-1	-0.3	-16
26	COC(=O)c1ccccc1NC(=O)COC(=O)CSc1nnc(N)s1	-1.4	-2	-0.8	1.5	13	0	x	-5	0.9	2
27	O=C1N[C@@H](Cc2ccccc2)C(=O)N2[C@@H]3N(S(=O)(=O)c4ccc(F)cc4)c4ccccc4[C@]3(Br)C[C@@H]12	-0.6	-27	-0.3	-0.5	-4	-12	-3	5	-0.4	27
28	O=C(NCc1ccccc1)c1ccc2c(c1)C(=O)N(CC1CCCO1)C2=O (centres undefined)	1.2	-5	-0.4	-1.0	x	-5	x	3	0.9	5
29	Cn1c(C(=O)OC(C(=O)NC2CCCCC2)c2ccncc2)cc2sccc21 (centres undefined)	1.5	13	0.9	3.9	-1	-7	0	-2	3.2	-13
30	COCCCN(Cc1ccco1)C(=O)Cn1ncc2c([nH]c3ccccc32)c1=O	0.6	48	-0.4	3.4	-2	-5	x	-5	-0.9	-48
31	Cc1nnc(SCc2ccccc2)n1CC1CCCO1 (centres undefined)	3.6	-19	1.2	1.6	x	x	-2	-1	-0.1	19
32	O=C(Cn1c(=O)oc2cc(S(=O)(=O)N3CCCC3)ccc21)N1CCN(c2ccccc2F)CC1	2.5	42	-0.5	2.8	-2	-4	x	0	2.1	-42
33	CS(=O)(=O)Nc1nnc(C2CCCC2)s1	3.3	-9	x	6.4	-2	8	8	4	-0.4	9
34	O=C(CN1CCN(S(=O)(=O)c2cccc(Br)c2)CC1)NCCc1cccs1	1.5	11	-5.2	1.6	-3	11	2	8	-0.9	-11
35	CC(C)N(Cc1nc(-c2ccc(Cl)cc2)no1)C(=O)/C=C/c1ccccc1	3.4	-17	-1.3	1.6	x	11	-2	4	-0.5	17
36	COC(=O)C1=CNC=C(C(=O)OC)C1c1ccccc1Cl	-0.5	-14	-4.2	2.1	-5	-7	-3	-3	-2.7	14
37	C=CCn1c(SCn2nnc3ccccc3c2=O)nc2scc(-c3cccs3)c2c1=O	-0.5	6	-1.7	2.1	-6	6	-3	4	2.2	-6
38	COc1ccccc1C(=O)NNC(=O)c1ccc2ccccc2c1	3.1	6	-0.1	3.5	0	x	x	-4	3.0	-6
39	Cc1ccccc1C(=O)NNC(=O)c1cc(S(=O)(=O)N2CCOCC2)ccc1C	-0.8	-3	0.1	2.9	2	5	x	5	-0.5	3
40	COc1ccc(CCn2c(-c3ccco3)nc3nc4ccccc4nc32)cc1	4.2	53	-1.3	5.2	0	17	1	-9	-0.1	-53
41	Cc1cc(C)cc(NS(=O)(=O)CCCS(=O)(=O)Nc2cc(C)cc(C)c2)c1	x	22	0.1	1.2	-3	-15	-5	8	x	-22
42	Cc1cccc(C(=O)NCC(=O)NCC2COc3ccccc3O2)c1 (centres undefined)	0.5	23	-1.9	2.4	0	-1	-1	-6	1.5	-23
43	COc1ccccc1/C=C/C(=O)OCC(=O)Nc1cc(C(F)(F)F)ccc1N1CCOCC1	x	32	-1.7	3.2	-3	-15	0	5	x	-32
44	CC1(C)CCC(C)(C)NC(=S)N1	1.4	-22	0.7	1.1&3.5	3	-1	0	-6	1.3	22
45	CCCN(CC(=O)Nc1ccccc1C)C(=O)c1ccc(OCC(=O)N2CCOCC2)c(OCC)c1	x	14	0.0	2.4	4	-7	-7	3	x	-14

Copied from the list.
phage Ecoli inh result of COc1ccc(CCn2c(-c3ccco3)nc3nc4ccccc4nc32)cc1 stands at 5.2
Tat transport result of Cc1cccc(C(=O)NCC(=O)NCC2COc3ccccc3O2)c1 (centres undefined) stands at -6

Following part.
item	Compound	AddAB inh	SR-BI DiI inh	CAL PDZ FP-1	phage Ecoli inh	Wnt act	MITF act	CAL PDZ FP-2	Tat transport	Ecoli viability	SR-BI DiI-HDL act
46	O=C(Nc1ccc(F)cc1F)C1CCCN1S(=O)(=O)c1ccc(-c2ccc(=O)[nH]n2)s1 (centres undefined)	1.1	-15	-2.0	0.3	-1	-7	-1	6	-3.0	15
47	CCCCCCCNC(=O)C1(CC2CC(c3cccc(Br)c3)=NO2)CCN(C(=O)c2cc(OCC)c(OCC)c(OCC)c2)CC1 (centres undefined)	1.0	67	-1.1	3.9	-6	-23	-4	-2	-0.5	-67
48	Cn1c(=O)c2c(nc(NCCCN3CCOCC3)n2Cc2cccc(Cl)c2)n(C)c1=O	4.5	-39	-1.6	0.2	-6	11	x	4	-2.3	39
49	Cc1cccc(C)c1NC(=O)CNC(=O)Cc1c[nH]c2ccccc12	1.9	-7	-2.1	0.5	-1	-11	11	-11	0.6	7
50	Cc1cccc(C)c1NC(=O)Cn1nnnc1N	0.4	-11	7.9	0.5	-1	-4	66*	5	-0.2	11
51	Cc1ccc(CSc2nc(-c3ccccc3)c(C#N)c(=O)[nH]2)cc1	-2.0	3	-2.3	-2.8	1	3	2	1	-2.7	-3
52	CSc1nc(N)nc(SCC(=O)Nc2cccc(F)c2)c1C#N	1.1	7	-4.9	-0.3	13	18	-1	-4	-0.2	-7
53	CCn1nnc2sc3c(c2c1=O)CCC(C)C3 (centres undefined)	1.1	9	-0.8	0.5	x	x	1	-6	-1.6	-9
54	C/C(=N\NC(=O)C1CC1)c1ccc(Cl)cc1	6.1	-14	0.2	5.3	4	11	-3	-1	1.3	14
55	O=C(COc1ccccc1[N+](=O)[O-])Nc1cc(Cl)ccc1C(=O)O	1.7	-14	-7.7	0.1	-3	-1	-7	-4	1.1	14
56	COc1ccc(N2CCN(C(=O)COC(=O)CNC(=O)c3ccc(C)cc3)CC2)cc1	0.3	13	-1.1	2.9	0	-15	-4	4	-0.5	-13
57	CCOc1ccc(C(=O)NC2CCN(C(=S)NCc3ccco3)CC2)cc1	1.4	23	-2.1	2.1	x	5	-1	1	0.9	-23
58	COc1ccc(Br)cc1CN(C)CC(=O)Nc1c(Cl)cccc1Cl	1.1	-15	-1.2	1.5	-4	0	-7	13	0.4	15
59	O=C(c1ccc(Cn2cc(Br)cn2)cc1)N1CCN(c2ccccc2)CC1	1.9	15	-2.2	x	-1	-9	-3	4	0.1	-15
60	COc1cccc(CNC(=O)Cc2ccc(OC)c(S(=O)(=O)N3CCOCC3)c2)c1	1.9	-29	-1.5	1.4	0	5	-3	-1	2.7	29
61	CCNc1nc(Cl)nc(N(NC(C)=O)C(C)C)n1	5.2	-11	0.1	0.1	-3	-13	5	-11	0.5	11
62	CCCCCC(=O)Nc1c(-c2ccc(OC)cc2)c(=O)c2ccccc2n1C	1.6	-9	0.7	2.1	-3	9	x	-6	-2.9	9
63	CCSc1ncnc2sc3c(c12)CCC3	0.9	-8	-0.7	2.5	-8	2	-2	-3	-0.1	8
64	Cc1ccc(S(=O)(=O)/N=C(/Nc2ccc3[nH]c(=O)[nH]c3c2)c2ccccc2)cc1	-2.2	-21	-3.4	4.6	-27	-1	-7	0	0.5	21

Assay outcomes (PubChem)
